# Screening results deposited in PubChem BioAssay by several laboratories.
# VHR inh abs = DUSP3 (human) phosphatase inhibition | P51452 | recombinant VHR phosphatase, pNPP absorbance | inhibition, % at 13.3 µM | 0.52% of 290,000 active; in the data active means inhibition above about 50%; further: some compounds called inactive have numbers as strong as hits
# BH1578 lux ind = quorum light induction in luxS cqsA deficient V. cholerae; V. cholerae BH1578 lux reporter, luminescence, 6 h; 0.16% of 350,000 active; activation, % at 18.7 µM; AID 588436; in the data active means activation mostly above about 9.7%, no sharp cut-off; inconclusive means no clear call, values can overlap the other calls; inactive means mostly below about 3.7%; further: not every result past the cut was called active; inactives centre near 0; reference of the scale not given here
# TcdB inh = TcdB glycohydrolase inhibition; AID 652162; inhibition, % at 9.99 µM; TcdB glycohydrolase enzymatic assay, plate reader; 0.24% of 350,000 active; in the data active means inhibition above about 10%
# Target sequence (P18177 whole entry, looked up): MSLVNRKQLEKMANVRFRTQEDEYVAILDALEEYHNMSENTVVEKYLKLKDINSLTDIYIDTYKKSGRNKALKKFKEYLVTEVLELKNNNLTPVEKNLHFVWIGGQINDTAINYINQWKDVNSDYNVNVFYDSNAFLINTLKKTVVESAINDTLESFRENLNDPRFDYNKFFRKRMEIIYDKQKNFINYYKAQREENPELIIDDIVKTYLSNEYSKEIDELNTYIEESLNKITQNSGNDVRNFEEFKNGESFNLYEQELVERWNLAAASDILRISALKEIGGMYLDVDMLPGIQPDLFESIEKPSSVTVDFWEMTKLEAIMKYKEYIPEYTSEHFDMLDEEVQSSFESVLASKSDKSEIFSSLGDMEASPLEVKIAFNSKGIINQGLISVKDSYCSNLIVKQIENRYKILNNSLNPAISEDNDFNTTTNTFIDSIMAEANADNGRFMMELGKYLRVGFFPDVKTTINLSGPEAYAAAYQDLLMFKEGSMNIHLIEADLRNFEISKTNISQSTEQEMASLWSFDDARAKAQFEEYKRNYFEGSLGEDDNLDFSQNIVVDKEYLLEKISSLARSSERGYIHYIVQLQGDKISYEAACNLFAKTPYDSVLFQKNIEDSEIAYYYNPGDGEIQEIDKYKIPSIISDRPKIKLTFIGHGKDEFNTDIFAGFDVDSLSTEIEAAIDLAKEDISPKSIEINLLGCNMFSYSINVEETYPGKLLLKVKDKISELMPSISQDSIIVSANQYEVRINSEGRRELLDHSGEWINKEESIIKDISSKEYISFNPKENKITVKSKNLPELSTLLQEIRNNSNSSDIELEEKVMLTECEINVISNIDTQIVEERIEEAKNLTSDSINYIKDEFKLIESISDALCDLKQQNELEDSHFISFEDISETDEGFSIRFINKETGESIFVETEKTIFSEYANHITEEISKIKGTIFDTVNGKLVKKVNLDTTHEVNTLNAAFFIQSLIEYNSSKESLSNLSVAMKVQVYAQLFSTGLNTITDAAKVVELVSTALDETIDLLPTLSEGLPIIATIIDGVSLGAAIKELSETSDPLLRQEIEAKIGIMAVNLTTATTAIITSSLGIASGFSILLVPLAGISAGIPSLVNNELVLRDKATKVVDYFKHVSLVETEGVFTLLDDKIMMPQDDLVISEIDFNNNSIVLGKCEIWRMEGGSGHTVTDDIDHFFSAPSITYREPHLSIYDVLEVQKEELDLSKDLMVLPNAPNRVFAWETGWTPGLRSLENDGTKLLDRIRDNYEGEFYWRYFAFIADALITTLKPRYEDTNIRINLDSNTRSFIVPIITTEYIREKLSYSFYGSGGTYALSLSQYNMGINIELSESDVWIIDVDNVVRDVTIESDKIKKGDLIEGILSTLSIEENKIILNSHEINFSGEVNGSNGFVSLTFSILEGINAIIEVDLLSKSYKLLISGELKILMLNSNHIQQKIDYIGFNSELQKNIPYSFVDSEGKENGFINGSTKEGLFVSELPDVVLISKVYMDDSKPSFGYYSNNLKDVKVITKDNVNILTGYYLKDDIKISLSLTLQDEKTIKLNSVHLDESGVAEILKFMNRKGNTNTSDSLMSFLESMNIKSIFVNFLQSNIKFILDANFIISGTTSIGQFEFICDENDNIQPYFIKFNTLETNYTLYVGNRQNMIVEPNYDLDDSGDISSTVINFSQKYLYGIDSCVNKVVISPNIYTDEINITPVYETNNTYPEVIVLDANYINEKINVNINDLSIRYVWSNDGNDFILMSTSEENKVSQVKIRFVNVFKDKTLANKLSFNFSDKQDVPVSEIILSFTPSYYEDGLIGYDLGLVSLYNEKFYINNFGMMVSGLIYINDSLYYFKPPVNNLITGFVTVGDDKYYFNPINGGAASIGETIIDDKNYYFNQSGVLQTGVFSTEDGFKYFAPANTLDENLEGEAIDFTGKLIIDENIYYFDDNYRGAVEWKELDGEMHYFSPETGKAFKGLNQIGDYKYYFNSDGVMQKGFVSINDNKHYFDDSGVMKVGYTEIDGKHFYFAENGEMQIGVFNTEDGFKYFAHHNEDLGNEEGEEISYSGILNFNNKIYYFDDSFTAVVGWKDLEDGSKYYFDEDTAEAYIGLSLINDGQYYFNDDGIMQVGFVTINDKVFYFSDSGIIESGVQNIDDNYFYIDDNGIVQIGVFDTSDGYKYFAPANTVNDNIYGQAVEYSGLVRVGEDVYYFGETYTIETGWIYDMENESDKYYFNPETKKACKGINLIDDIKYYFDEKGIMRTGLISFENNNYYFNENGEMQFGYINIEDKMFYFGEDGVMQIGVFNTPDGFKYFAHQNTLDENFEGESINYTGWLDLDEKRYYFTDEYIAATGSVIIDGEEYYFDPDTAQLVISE
# 3CLpro inhibitor = SARS-CoV 3CLpro protease inhibition | P0C6X7 | inhibition, % at 6 µM | AID 1706 | recombinant SARS-CoV 3CLpro, quenched FRET peptide cleavage | 0.14% of 290,000 active; in the data active means inhibition above about 12%
# Y pestis TopoI = blocks Yersinia pestis topoisomerase I activity; Y. pestis Topo-I cleavage product accumulation, plate reader; 0.064% of 360,000 active; activity, % at 10 µM; AID 504884; in the data active means activity above about 50%, passing the limit was not always enough; inconclusive means no clear call, values can overlap the other calls; further: inactives centre near 2
# MazEF act = activators of E. coli MazEF toxin-antitoxin RNase; 0.32% of 350,000 active; P0AE70; AID 504720; FAM/BHQ RNA-DNA oligo cleavage fluorescence, 5 h; activation, % at 20 µM; in the data active means activation above about 50%
# Anthrax LF prot = inhibitors of Bacillus anthracis lethal factor protease. P15917. multiplex microsphere protease cleavage assay, LF. inhibition, % at 10 µM. 0.12% of 360,000 active; in the data active means inhibition above about 30%; inconclusive means no clear call, values can overlap the other calls; further: plate controls were buffer without enzyme for full effect and enzyme alone for no effect
# PriA SSB inh = blocks PriA binding to SSB C-terminal tail; inhibition, % at 33 µM; 0.6% of 430,000 active; AlphaScreen SSBct-PriA binding, biotinylated peptide; in the data active means inhibition mostly above about 37%, no sharp cut-off; inactive means mostly below about 20%;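 further: plate controls were negative control peptide for no effect and reference peptide for full effect; strong numbers were not always called active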
# Rv3671c inh = Rv3671c (M. tuberculosis) protease inhibition; P9WHR9; AID 2606; inhibition, % at 5.96 µM; 0.048% of 320,000 active; in the data active means inhibition above about 38%;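 further: extracellular domain of Rv3671c used as enzyme; 0% = enzyme with DMSO and 100% = no enzyme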
# PfHsp40 rescue = restores yeast growth despite PfHsp40 toxicity; 0.68% of 340,000 active; S. cerevisiae expressing PfHsp40, growth rescue, ATP luminescence; growth rescue, % at 12.5 µM; in the data active means growth rescue above about 28%, passing the limit was not always enough; inconclusive means no clear call, values can overlap the other calls;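 further: yeast W303a lacking pdr1 and pdr3 grown in galactose medium; growth measured after three days at 30 °C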
# An asterisk follows results filed as active; i = inactive; u = inconclusive; x = not tested or not shown; & = joins results of further samples.
SMILES,VHR inh abs,BH1578 lux ind,TcdB inh,3CLpro inhibitor,Y pestis TopoI,MazEF act,Anthrax LF prot,PriA SSB inh,Rv3671c inh,PfHsp40 rescue
O=C(Nc1ccccc1OC(F)F)C1CCCN1C(=O)c1cccs1 (stereo unspecified),-3,-0.2,1.6,-8,2,-6,-1,-3,0,-0.5
O=C(CNC(=O)c1ccccc1)OC(C(=O)Nc1cc(C(F)(F)F)ccc1Cl)c1ccccc1 (stereo unspecified),19,i,x,0,-1,4,1,-8,-1,-1.1
CCCOc1ccc(N2C(=O)C3ON(c4ccccc4)C(CCC)C3C2=O)cc1 (stereo unspecified),20,i,x,3,2,2,-4,-6,0,-0.7
CCOC(=O)c1sc2ncn(C(C)C(=O)OC)c(=O)c2c1C (stereo unspecified),11,-0.2,x,-1,-9,3,-1,-24,-3,-2.0
O=C(Cn1c(=O)oc2cc(S(=O)(=O)NCc3ccccc3)ccc21)N1CCCC1,14,i,1.3,1,1,6,-2,-8,-2,-0.8
CC1CCCCN1C(=O)CSc1nnc(CSc2ncccn2)n1C (stereo unspecified),17,-3.3,x,2,8,-6,1,-19,0,-0.8
CCCCCn1c(=O)[nH]c2cc(C(=O)NCCCN3CCCCC3C)ccc2c1=O (stereo unspecified),22,-1.5,1.1,-3,-6,23,-3,2,-6,-1.3
CCCCNC(=O)Nc1ccc2c(c1)N(C)C(=O)c1ccccc1S2,-2,-5.6,4.1,8,15,8,-4,-3,-27,0.3
C=C1C2(C(=O)Nc3nccs3)CCC(C2)C1(C)C (stereo unspecified),-2,-0.2,x,10,4,6,-2,-18,2,-0.7
CCSc1nc2sc3c(c2c(=O)n1-c1ccccc1C)CCN(C)C3,2,i,0.5,-2,13,-10,13,-2,-5,u
O=C(CSc1nc(O)cc(=O)n1-c1ccccc1)Nc1ccc(Br)cn1,12,-2.4,1.3,2,-2,2,1,-24,-7,0.6
CCc1ccc(OC2(C)CCN(CCOc3ccc(C)cc3)C2)cc1 (stereo unspecified),x,-0.3,1.5,x,29,x,-4,x,x,x
CCCOC(=O)c1c(NC(=O)c2cnn3c2NC(c2ccccc2)CC3C(F)(F)F)sc2c1CCCC2 (stereo unspecified),1,0.1,0.7,-7,0,3,0,-2,6,0.8
O=C(c1ccccc1)c1ccc(OCC(O)CN2CCN(S(=O)(=O)N3CCCCC3)CC2)cc1 (stereo unspecified),18,-0.2,x,2,11,6,0,3&14,1,-0.3
CC(=O)NCCc1c(C)n(Cc2ccccc2)c2ccccc12,8,-0.8,1.9,6,2,-2,0,11,4,64*
COc1ccc(NC(=O)CSc2nnc(NC(=O)CN3CCOCC3)s2)cc1,18,-0.2,3.8,-4,-13,-7,3,-4,0,0.8
COc1cc(/C=C2\SC(=S)N(NC(=O)c3ccccc3O)C2=O)ccc1O,x,i,-3.5,3,0,-67,11,3,-114,0.0
Cc1ccc(C)c(NC(=O)NNC(=O)CCc2ccccc2)c1,14,i,0.6,1,14,4,-3,-15,5,-0.8
CCN(CC)C(=O)Cn1cnc2c1c(=O)n(C)c(=O)n2C,6,-0.1,x,5,4,10,x,-1,-1,-0.7
O=c1ccn(-c2cccc(C(F)(F)F)c2)nc1-c1ccn(-c2ccccc2F)n1,-8,i,x,-2,24,1,-7,-3,-7,-1.6
O=c1[nH]c(SCc2ccccc2Cl)nc2c1CCCC2,2,i,x,-3,5,-7,1,4,6,0.1
COc1ccc(C(=O)N/N=C/c2cc3ccccc3[nH]c2=S)cc1,8,-0.3,x,2,0,4,15,x,44*,0.7
Cc1ccc(S(=O)(=O)N2CCOCC2)cc1NC(=O)CNCc1cccnc1,-1,i,0.5,2,1,-1,-4,-2,1,-0.8
CCC(C)NC(=O)c1ccccc1NC(=O)c1ccc(CSc2ccc(C)cc2)cc1 (stereo unspecified),18,-1.8,-1.1,2,10,-3,-4,-8,-7,5.8
C/C(=N/NC(=O)C1CCCCC1)c1ccc([N+](=O)[O-])cc1,5,-0.3,x,-5,-6,-5,-1,x,8,-1.3

# Profiles as entered above.
# C=C1C2(C(=O)Nc3nccs3)CCC(C2)C1(C)C (stereo unspecified) as listed: VHR inh abs: -2; BH1578 lux ind: -0.2; TcdB inh: x; 3CLpro inhibitor: 10; Y pestis TopoI: 4; MazEF act: 6; Anthrax LF prot: -2; PriA SSB inh: -18; Rv3671c inh: 2; PfHsp40 rescue: -0.7
# CCC(C)NC(=O)c1ccccc1NC(=O)c1ccc(CSc2ccc(C)cc2)cc1 (stereo unspecified) as listed: VHR inh abs: 18; BH1578 lux ind: -1.8; TcdB inh: -1.1; 3CLpro inhibitor: 2; Y pestis TopoI: 10; MazEF act: -3; Anthrax LF prot: -4; PriA SSB inh: -8; Rv3671c inh: -7; PfHsp40 rescue: 5.8
# O=C(CSc1nc(O)cc(=O)n1-c1ccccc1)Nc1ccc(Br)cn1 as listed: VHR inh abs: 12; BH1578 lux ind: -2.4; TcdB inh: 1.3; 3CLpro inhibitor: 2; Y pestis TopoI: -2; MazEF act: 2; Anthrax LF prot: 1; PriA SSB inh: -24; Rv3671c inh: -7; PfHsp40 rescue: 0.6

# Random excerpt: 2 records from the list
SMILES,VHR inh abs,BH1578 lux ind,TcdB inh,3CLpro inhibitor,Y pestis TopoI,MazEF act,Anthrax LF prot,PriA SSB inh,Rv3671c inh,PfHsp40 rescue
O=c1ccn(-c2cccc(C(F)(F)F)c2)nc1-c1ccn(-c2ccccc2F)n1,-8,i,x,-2,24,1,-7,-3,-7,-1.6
CC1CCCCN1C(=O)CSc1nnc(CSc2ncccn2)n1C (stereo unspecified),17,-3.3,x,2,8,-6,1,-19,0,-0.8

# The results go on.
SMILES,VHR inh abs,BH1578 lux ind,TcdB inh,3CLpro inhibitor,Y pestis TopoI,MazEF act,Anthrax LF prot,PriA SSB inh,Rv3671c inh,PfHsp40 rescue
O=C(NCc1ccccc1Cl)C1CCCO1 (stereo unspecified),16,i,0.9,2,1,5,-2,5,1,0.0
Cc1cc(NCCOCCO)n2c(nc3ccccc32)c1C#N,27,i,0.3,-4,-8,-14,-3,1,-9,-1.3
COc1ccc(S(=O)(=O)N2CCCC(C(=O)N3CCCCCC3)C2)cc1 (stereo unspecified),-10,-1.1,x,-2,6,4,-1,-20,-1,0.2
Cc1ccc(C)c(NC(=S)NCCSc2ccc(Cl)cc2)c1,-7,-0.2,x,3,35,4,-2,-8,-8,6.0
O=c1[nH]c(-c2ccccn2)nc2ccccc12,4,x,x,-4,0,-4,-1,42*,-6,-1.2
Cc1nn(-c2ccccc2)c(C)c1/C=C/C(=O)OCC(=O)NC1CCS(=O)(=O)C1 (stereo unspecified),37,-0.3,-0.5,1,17,-11,-6,-11,-6,-1.5
CCCCN(C(=O)C1CC(=O)N(c2ccc(C)cc2)C1)c1c(N)n(CCC)c(=O)[nH]c1=O (stereo unspecified),x,i,-6.3,x,-8,-8,-19,7,x,0.5
CN(C)c1ccc(CC(=O)N2CCCCC2c2cc(C(=O)Nc3ccccc3)no2)cc1 (stereo unspecified),x,i,-0.8,x,-1,x,-4,x,x,x
O=C(CSc1nnc(-c2ccccc2O)o1)N1CCOCC1,2,-0.4,2.0,1,-8,-14,-2,1,x,0.0
N#Cc1ccc(Cn2c(-c3ccc(F)cc3)noc2=O)cc1,12,-0.3,0.3,-6,2,7,22,-9,-2,1.8
COc1cc(-c2cnc3c(NC=O)cc(-c4ccc(N5CCN(C)CC5)cc4)cn23)cc(OC)c1OC,x,0.0,0.0,x,-5,x,-1,x,x,x
COc1ccc(S(=O)(=O)N2CCC(C(=O)NCCC3=CCCCC3)CC2)cc1OC,18,1.8,0.5,-3,29,-2,-2,-15,-5,-0.5
Cc1ccc(N(C)S(=O)(=O)c2cccc(C(=O)NC3CC(C)(C)NC(C)(C)C3)c2)cc1,x,-0.3,1.0,x,-19,3,-6,7,-6,0.0
Cc1c(Cl)cnc(NC(=O)COC(=O)[C@H](C)NC(=O)c2ccccc2)c1Cl,x,-5.7,-0.2,x,4,-5,3,2,1,-1.2
CCOc1ccc2nc3ccc4[nH]onc4c3c2c1,x,i,x,4,-6,-1,12,-51,-20,2.0
Cc1nc(CSc2ccc(Cl)cc2)cc(NCc2ccccc2)n1,12,i,x,1,38,-3,-2,-23,0,-0.7
CC1=C(C(=O)OC(C)C)C(c2ccncc2)n2ncnc2N1 (stereo unspecified),18,-0.6,x,-1,-4,-4,3,1,6,1.4
CC(=O)C1C=CC(C)(C(=O)O)C2C=C(C)C(=O)C(C)(O)C12 (stereo unspecified),x,1.7,0.5,x,-8,9,3,-3,x,-1.3
O=C(N=C1SC2CS(=O)(=O)CC2N1c1ccccc1Cl)C1CCCO1 (stereo unspecified),8,0.9,1.3,-3,1,5,-3,-1,6,-1.5
COC(=O)CCC(=O)Nc1cccc2ccccc12,32,0.2,0.8,0,1,0,-4,-15,-2,-0.1
O=C(NCc1ccc2c(c1)OCO2)C1CCN(C(=O)Nc2ccc(Cl)cc2)CC1,7,-0.4,x,1,8,11,0,3,-4,-0.5
CN1CCC(=O)N([C@H](CSc2ccccc2)c2ccccc2)CC1,28,1.2,1.5,1,5,1,-4,3,-7,-1.4
COC(=O)Cc1[nH]nc2c1C1(C(=O)N(Cc3ccccc3)c3ccccc31)C(C#N)=C(N)O2 (stereo unspecified),11,-0.4,x,4,4,3,-7,4,-1,-0.7
O=C(CCS(=O)(=O)c1cccs1)Nc1ccc(C(=O)NC2CCCC2)cc1,36,-0.6,-1.9,1,3,1,-7,-3,4,1.0
NS(=O)(=O)c1ccc(CCNC(=O)C(=O)NCC2OCCN2S(=O)(=O)c2ccc(Cl)cc2)cc1 (stereo unspecified),10,i,-0.5,-2,6,-15,-2,-7,-3,-0.6
CN(C)c1ccc(CN(C)C2CCCCC2)cc1,-10,-0.9,x,-3,4,0,-1,14,-3,0.0
COCc1nnc(NS(=O)(=O)c2ccc(C)cc2)s1,4,i,x,3,1,1,-9,-15,-6,-1.0
COc1ccc(C2N(c3ccc(F)cc3)C(=O)C3CCCN32)cc1 (stereo unspecified),4,-1.4,0.9,5,6,-2,2,-6,-6,1.6
CCOC(=O)N1CCN(c2nnc(-c3ccccc3)c3ccccc23)CC1,6,i,-0.6,-6,10,5,-1,-6,3,-0.4
CCCNC(=O)C1(C)CCN(Cc2cc3ccccc3o2)C1 (stereo unspecified),x,0.3,-2.1,x,1,x,-4,x,x,x

# Nothing new here: entries from further up.
SMILES,VHR inh abs,BH1578 lux ind,TcdB inh,3CLpro inhibitor,Y pestis TopoI,MazEF act,Anthrax LF prot,PriA SSB inh,Rv3671c inh,PfHsp40 rescue
O=C(NCc1ccccc1Cl)C1CCCO1 (stereo unspecified),16,i,0.9,2,1,5,-2,5,1,0.0
Cc1cc(NCCOCCO)n2c(nc3ccccc32)c1C#N,27,i,0.3,-4,-8,-14,-3,1,-9,-1.3
COc1ccc(S(=O)(=O)N2CCCC(C(=O)N3CCCCCC3)C2)cc1 (stereo unspecified),-10,-1.1,x,-2,6,4,-1,-20,-1,0.2
Cc1ccc(C)c(NC(=S)NCCSc2ccc(Cl)cc2)c1,-7,-0.2,x,3,35,4,-2,-8,-8,6.0

# Not all compounds are listed. The share of hits here may be higher or lower than overall.
